UHRF1 MBD2 ctr: human UHRF1 methylated DNA binding inhibitors; UHRF1 binding to methylated oligo, TR-FRET; inhibition, % at 4.4 µM; hit rate 0.75% among 370,000; AID 687016; in the data active = inhibition above about 21%;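 also: UHRF1 SRA domain binding a hemimethylated CpG hairpin DNA probe; 0% = median of test compound wells and 100% = reference inhibitor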
MBD2 inh: MBD2-methylated oligo binding inhibition; inhibition, % at 4.4 µM; AID 686964; hit rate 0.31% among 370,000; Q9UBB5; TR-FRET, MBD2 binding to methylated oligonucleotide; in the data active = inhibition above about 13%
Target sequence (Q9UBB5 whole entry, looked up): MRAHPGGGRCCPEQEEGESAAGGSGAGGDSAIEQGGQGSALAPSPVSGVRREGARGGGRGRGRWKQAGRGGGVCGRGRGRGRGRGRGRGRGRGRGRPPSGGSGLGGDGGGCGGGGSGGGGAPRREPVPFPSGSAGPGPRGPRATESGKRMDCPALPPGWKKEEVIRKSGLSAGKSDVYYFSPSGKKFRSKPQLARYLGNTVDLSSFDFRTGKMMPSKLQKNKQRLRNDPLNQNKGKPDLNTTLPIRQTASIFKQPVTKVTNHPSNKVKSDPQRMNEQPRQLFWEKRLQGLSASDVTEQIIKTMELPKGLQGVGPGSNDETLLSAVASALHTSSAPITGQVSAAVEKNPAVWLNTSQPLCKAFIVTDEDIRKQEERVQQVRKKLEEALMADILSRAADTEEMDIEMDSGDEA
LEDGF integ inh: blocks HIV-1 LEDGF/p75-dependent DNA integration. TR-FRET IN-LEDGF/p75 DNA integration, Eu/Cy5. inhibition, % at 3.7 µM. hit rate 0.64% among 370,000;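 active = inhibition above the screen-wide mean plus 3 SD, cut at about 13% in these data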;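 also: signal is the Cy5 over europium emission ratio at 671 and 618 nm; 0% = plate median of compound wells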
TCR CD3 inh: blocks the human TCR-CD3 interaction; AID 651800; hit rate 0.37% among 360,000; TAMRA-labeled TCR probe fluorescence, biochemical; inhibition, % at 9.4 µM; in the data active = inhibition above about 19%;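 also: recombinant mutant TCR 2C K166C tagged with TAMRA read by polarization; 0% = receptor in buffer alone and 100% = receptor with positive control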
mABHD4 FP: inhibits mouse alpha/beta hydrolase domain 4 | purified mABHD4, FP-Rh probe fluorescence polarization | inhibition, % at 8.92 µM | hit rate 0.54% among 370,000;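 active = inhibition exceeding the mean over every tested compound plus 3 SD, cut at about 30% in these data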;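 also: 0% = plate median of compound wells and 100% = S159A mutant with DMSO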
Target sequence (Q8VD66 whole entry, looked up, the tested form may be a part): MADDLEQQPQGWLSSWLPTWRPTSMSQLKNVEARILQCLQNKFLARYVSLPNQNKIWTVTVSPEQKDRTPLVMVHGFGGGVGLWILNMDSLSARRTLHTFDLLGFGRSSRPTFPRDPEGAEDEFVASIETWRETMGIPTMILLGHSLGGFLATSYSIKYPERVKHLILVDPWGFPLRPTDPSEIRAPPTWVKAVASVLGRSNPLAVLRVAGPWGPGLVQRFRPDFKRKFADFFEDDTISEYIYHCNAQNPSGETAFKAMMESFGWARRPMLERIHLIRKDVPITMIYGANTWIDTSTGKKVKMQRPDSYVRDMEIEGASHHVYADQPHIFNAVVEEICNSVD
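Assay system: mouse ABHD4 enzyme, wild type / Also added: fluorescent activity-based probe FP-Rh / Doses: single nominal dose of 8.92 µM, 0.89% DMSO final / Timing: 45 min compound pre-incubation plus 60 min probe step, 25 °C / Signal: FP readout, ex 525 nm / em 598 nm / Control set: S159A mutant/DMSO as 100%, compound-well median as 0%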
PG9 Ab binder: small molecules binding HIV-1 gp120 antibody PG9. TR-FRET gp120-PG9 antibody binding. inhibition, % at 6.7 µM. hit rate 0.43% among 360,000. AID 624416; in the data active = inhibition above about 8.5%
rCAG RNA binder: binds r(CAG) RNA repeats; hit rate 1.3% among 370,000; r(CAG) RNA repeat, TO-PRO-1 dye displacement fluorescence; inhibition, % at 3 µM; AID 651821;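 active = inhibition above the plate cutoff, the mean of all test compounds on that plate plus 3 SD, cut at about 35% in these data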;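 also: 0% = DMSO alone and 100% = 100 µM mitoxantrone as full dye displacement; higher means more dye released from RNA so lower well fluorescence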
PRMT1 FP inh: PRMT1 (human) inhibition, primary screen | inhibition, % at 2.79 µM | Q99873 | hit rate 1.3% among 370,000 | recombinant PRMT1, activity-based probe fluorescence polarization;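 active = inhibition above about 21% made by adding two undisclosed values, limit read from the data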
HTRA1 inh: inhibitors of human serine peptidase HTRA1; recombinant HTRA1, FP-rhodamine activity-based probe, fluorescence polarization; hit rate 0.5% among 340,000; inhibition, % at 5.96 µM; Q92743; in the data active = inhibition above about 36%;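 also: 0% = enzyme with DMSO and 100% = wells lacking enzyme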
NR1D1 modulator: modulators of human Rev-erb alpha DNA binding. Rev-erbα–FITC-DNA binding, fluorescence polarization, 90 min. hit rate 0.79% among 370,000. activity, % at 10 µM;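 active = activity above about 14%, limit read from the data; passing the limit was not always enough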;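 also: 0% = DMSO wells with 35 nM protein and 100% = DMSO wells with 750 nM protein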
* hit, by the source's call; . = not tested or not shown. The list is partial. The share of hits here may be higher or lower than overall.

| entry | SMILES | UHRF1 MBD2 ctr | MBD2 inh | LEDGF integ inh | TCR CD3 inh | mABHD4 FP |
| --- | --- | --- | --- | --- | --- | --- |
| 1 | Cn1c(CCC(=O)OCC(=O)NCc2ccc3c(c2)OCO3)nc(=O)c2ccccc21 | -2 | -3 | 1 | -6 | 1 |
| 2 | COc1cccc(NC(=O)c2nc(S(C)(=O)=O)ncc2Cl)c1 | 1 | 6 | -3 | -6 | -12 |
| 3 | Cc1cccc(NC(=O)CSCC(=O)Nc2ccccc2N2CCCC2)c1 | 0 | 1 | 2 | -12 | -5 |
| 4 | O=C(Nc1cc(C(F)(F)F)ccc1Cl)c1ccc(NC(=O)C(F)(F)F)cc1 | 7 | 3 | 2 | -3 | -8 |
| 5 | Cc1cc(C)cc(NC(=O)Cn2cc(C=O)c3ccccc32)c1 | 5 | 2 | -3 | 3 | -3 |
| 6 | CCc1ccc(NC(=O)CSc2nnc(Cc3cccn3C)n2-c2ccc(OC)cc2)cc1 | -1 | 0 | -1 | 5 | -2 |
| 7 | Cc1ccc(Cn2c(=O)n(Cc3ccc(C(=O)NCC4COC4)cc3)c(=O)c3ccccc32)cc1 | 0 | 1 | 4 | . | -6 |
| 8 | C=CCn1c(SCC(=O)Nc2ccccc2)nc2scc(-c3cccs3)c2c1=O | 2 | 0 | 0 | 5 | -18 |

| entry | PG9 Ab binder | rCAG RNA binder | PRMT1 FP inh | HTRA1 inh | NR1D1 modulator |
| --- | --- | --- | --- | --- | --- |
| 1 | 0.6 | 1 | 3 | 10 | -2 |
| 2 | 0.6 | -1 | 40* | -26 | 5 |
| 3 | -1.7 | -2 | 2 | 10 | -1 |
| 4 | 0.7 | -2 | 3 | -20 | -3 |
| 5 | -2.7 | 6 | -1 | -4 | -4 |
| 6 | 0.2 | 6 | 4 | -21 | 2 |
| 7 | . | 6 | 1 | . | -1 |
| 8 | -1.8 | 10 | 0 | -11 | -3 |

Next part.
| entry | SMILES | UHRF1 MBD2 ctr | MBD2 inh | LEDGF integ inh | TCR CD3 inh | mABHD4 FP |
| --- | --- | --- | --- | --- | --- | --- |
| 9 | Cc1coc2cc3oc(=O)c(CCC(=O)NCC(=O)O)c(C)c3cc12 | 0 | 0 | 2 | 13 | 2 |
| 10 | COc1ccc(C(=O)/C(=C/N(C)C)S(=O)(=O)c2ccccc2)cc1 | 55* | 3 | 3 | 8 | -5 |
| 11 | CCOC(=O)CCCSc1nnc(CCCCCN2C(=O)c3cccc4cccc(c34)C2=O)o1 | 0 | -5 | -1 | -3 | 2 |
| 12 | CCOC(=O)c1cc(=O)c2c([N+](=O)[O-])ccc(OC)c2o1 | 3 | 2 | 6 | -6 | 10 |
| 13 | COc1ccc(S(=O)(=O)Nc2ccccn2)c(C)c1C | 7 | 0 | -2 | -1 | -2 |
| 14 | COc1ccccc1-c1noc(CCCC(=O)N2CCOCC2)n1 | 1 | 3 | 2 | -3 | 4 |
| 15 | CC(C)CN(C(=O)CSc1nnnn1C)C1CCS(=O)(=O)C1 (stereo not given) | -2 | -4 | -2 | 8 | 2 |
| 16 | COC(=O)CNc1cc(S(=O)(=O)N2CCCCC2)ccc1Oc1cccc(C)c1 | 3 | -1 | -4 | -3 | 8 |

| entry | PG9 Ab binder | rCAG RNA binder | PRMT1 FP inh | HTRA1 inh | NR1D1 modulator |
| --- | --- | --- | --- | --- | --- |
| 9 | -1.5 | 4 | 0 | 7 | -2 |
| 10 | -1.1 | 2 | -3 | 2 | -2 |
| 11 | 0.7 | -1 | 1 | -8 | 2 |
| 12 | -1.3 | -3 | -2 | 6 | 2 |
| 13 | 0.5 | 6 | 1 | 4 | -3 |
| 14 | -0.9 | 1 | -3 | . | -6 |
| 15 | 1.0 | 1 | -4 | 3 | -1 |
| 16 | 1.6 | 6 | 2 | -17 | 9 |

Rewritten as a markdown table: entries from further up.
| No. | SMILES | UHRF1 MBD2 ctr | MBD2 inh | LEDGF integ inh | TCR CD3 inh | mABHD4 FP | PG9 Ab binder | rCAG RNA binder | PRMT1 FP inh | HTRA1 inh | NR1D1 modulator |
| --- | --- | --- | --- | --- | --- | --- | --- | --- | --- | --- | --- |
| 9 | Cc1coc2cc3oc(=O)c(CCC(=O)NCC(=O)O)c(C)c3cc12 | 0 | 0 | 2 | 13 | 2 | -1.5 | 4 | 0 | 7 | -2 |
| 10 | COc1ccc(C(=O)/C(=C/N(C)C)S(=O)(=O)c2ccccc2)cc1 | 55* | 3 | 3 | 8 | -5 | -1.1 | 2 | -3 | 2 | -2 |
| 11 | CCOC(=O)CCCSc1nnc(CCCCCN2C(=O)c3cccc4cccc(c34)C2=O)o1 | 0 | -5 | -1 | -3 | 2 | 0.7 | -1 | 1 | -8 | 2 |
| 12 | CCOC(=O)c1cc(=O)c2c([N+](=O)[O-])ccc(OC)c2o1 | 3 | 2 | 6 | -6 | 10 | -1.3 | -3 | -2 | 6 | 2 |
| 13 | COc1ccc(S(=O)(=O)Nc2ccccn2)c(C)c1C | 7 | 0 | -2 | -1 | -2 | 0.5 | 6 | 1 | 4 | -3 |

The list continues:
| entry | SMILES | UHRF1 MBD2 ctr | MBD2 inh | LEDGF integ inh | TCR CD3 inh | mABHD4 FP |
| --- | --- | --- | --- | --- | --- | --- |
| 17 | Cc1ccccc1NC(=O)COC(=O)CCSc1ccccc1 | 2 | 3 | -5 | -10 | -1 |
| 18 | CC(C)Oc1ccc(CSc2ncn[nH]2)cc1 | -3 | 5 | -2 | 5 | -4 |
| 19 | Cc1ccc(-c2cn(-c3ccccc3F)c(=S)[nH]2)cc1 | 2 | -3 | -4 | -4 | 5 |
| 20 | O=C(NCCC(=O)N1CCN(S(=O)(=O)c2ccccc2F)CC1)Nc1ccccc1 | 0 | 2 | 2 | -1 | 0 |
| 21 | Cc1cc(NC(=O)CSc2nnc(NCc3ccccc3)s2)no1 | 1 | 2 | -2 | -2 | 5 |
| 22 | COc1cc(/C=C2\NC(=O)NC2=O)cc(Br)c1OC | 2 | -7 | -4 | -6 | -6 |
| 23 | O=C(N/N=C/c1ccco1)c1cc([N+](=O)[O-])cc([N+](=O)[O-])c1 | -2 | -2 | 1 | 9 | 7 |

| entry | PG9 Ab binder | rCAG RNA binder | PRMT1 FP inh | HTRA1 inh | NR1D1 modulator |
| --- | --- | --- | --- | --- | --- |
| 17 | 1.2 | -1 | 1 | 2 | -1 |
| 18 | -1.2 | -3 | -2 | . | -1 |
| 19 | -0.5 | 6 | 19 | 0 | -4 |
| 20 | -1.7 | 0 | -3 | 3 | 2 |
| 21 | 0.7 | 29 | 4 | 3 | -6 |
| 22 | -6.2 | -1 | 3 | -1 | 3 |
| 23 | -1.3 | 5 | 0 | 4 | 5 |

A few values from the entries so far.
#20 in PG9 Ab binder is listed with -1.7
#18 in TCR CD3 inh is listed with 5
#21 in HTRA1 inh is listed with 3
#17 in PG9 Ab binder is listed with 1.2
#19 in PRMT1 FP inh is listed with 19
#22 in NR1D1 modulator is listed with 3
